# Bioassay records as filed in PubChem.
# DNMT1 inh – DNMT1 (human) enzyme inhibition; DNMT1 molecular beacon, Hinp1I cleavage, fluorescence; P26358; inhibition (reported as % activation of signal), % at 10 µM; 0.83% of 360,000 active; AID 588458; in the data active = inhibition above about 50%
# MsrA inhibitor – inhibitors of bovine MsrA | purified bovine MsrA, absorbance read-out | inhibition, % at 15.5 µM | AID 651718 | 0.75% of 360,000 active; in the data active = inhibition above about 4.5%;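 also: 0% = vehicle wells with enzyme and 100% = reference inhibitor wells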
# bovine MsrA act – activators of bovine methionine sulfoxide reductase A. AID 602163. 0.3% of 360,000 active. activation, % at 10.6 µM. purified bovine MsrA, absorbance read-out; in the data active = activation above about 7.5%;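 also: 0% = vehicle and 100% = reference activator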
# Scp1 inh – blocks human Scp-1 phosphatase activity; Recombinant Scp1, phosphopeptide, malachite green phosphate absorbance; inhibition, % at 20 µM; AID 493091; 0.88% of 340,000 active;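 active = inhibition above about 50% at 20 µM, limit read from the data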;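 also: plate controls were DMSO wells with enzyme for no effect and wells lacking enzyme for full effect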
# Target sequence (Q9GZU7 76-261 limits assumed): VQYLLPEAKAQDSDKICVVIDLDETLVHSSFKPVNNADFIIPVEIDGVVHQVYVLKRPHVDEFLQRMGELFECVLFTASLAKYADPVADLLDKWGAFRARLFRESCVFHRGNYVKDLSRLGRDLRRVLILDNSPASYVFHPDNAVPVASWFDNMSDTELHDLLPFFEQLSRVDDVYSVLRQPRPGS
#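 assay system = SCP-1 phosphatase catalytic domain, residues 76-261 | buffer or medium = 50 mM Tris acetate pH 5.5, 0.005% Tween-20, 10 mM MgCl2 | incubation = enzyme reaction 45 min at room temperature, colour 5 min, stabilisation 30 min | signal = Phosphate-binding colour reagent, absorbance read at 630 nm | measure = % inhibition at 20 µM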
# NRP1-CendR mod – NRP-1/CendR interaction modulation. O14786. FAM-RPARPAR peptide binding to NRP-1, fluorescence polarization. inhibition, % at 25 µM. 0.85% of 360,000 active;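 active = inhibition or corrected inhibition above about 18%, plus a signal ratio from 0.5 to 1.5, limit read from the data, passing the limit was not always enough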; also: strong numbers were not always called active
# LMPTP inh – blocks human LMPTP phosphatase; recombinant LMPTP-A, OMFP fluorogenic substrate, fluorescence intensity; AID 651560; inhibition, % at 20 µM; P24666; 0.22% of 360,000 active;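 active = compounds that cut the enzyme signal by at least half of the control window in the single-dose screen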;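 also: plate controls were DMSO wells with enzyme plus substrate for no effect and substrate without enzyme for full effect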
#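 Assay system: LMPTP-A phosphatase enzyme | Input: 0.625 nM enzyme | Also added: Fluorogenic phosphatase substrate OMFP at 400 µM final | Compound dosing: One test concentration per compound, 20 µM, with 3% DMSO overall | Schedule: 50 min enzyme reaction at room temperature, protected from light | Signal: Fluorescence intensity | Benchmarks: no-enzyme and uninhibited controls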
# eLon inh – inhibits E. coli Lon protease; P0A9M0; purified E. coli Lon protease, fluorescence polarization; inhibition, % at 7.94 µM; 0.42% of 360,000 active; in the data active = inhibition above about 13%, passing the limit was not always enough;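 also: 0% = enzyme with probe and DMSO and 100% = no enzyme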
# Target sequence (P0A9M0 whole entry, looked up): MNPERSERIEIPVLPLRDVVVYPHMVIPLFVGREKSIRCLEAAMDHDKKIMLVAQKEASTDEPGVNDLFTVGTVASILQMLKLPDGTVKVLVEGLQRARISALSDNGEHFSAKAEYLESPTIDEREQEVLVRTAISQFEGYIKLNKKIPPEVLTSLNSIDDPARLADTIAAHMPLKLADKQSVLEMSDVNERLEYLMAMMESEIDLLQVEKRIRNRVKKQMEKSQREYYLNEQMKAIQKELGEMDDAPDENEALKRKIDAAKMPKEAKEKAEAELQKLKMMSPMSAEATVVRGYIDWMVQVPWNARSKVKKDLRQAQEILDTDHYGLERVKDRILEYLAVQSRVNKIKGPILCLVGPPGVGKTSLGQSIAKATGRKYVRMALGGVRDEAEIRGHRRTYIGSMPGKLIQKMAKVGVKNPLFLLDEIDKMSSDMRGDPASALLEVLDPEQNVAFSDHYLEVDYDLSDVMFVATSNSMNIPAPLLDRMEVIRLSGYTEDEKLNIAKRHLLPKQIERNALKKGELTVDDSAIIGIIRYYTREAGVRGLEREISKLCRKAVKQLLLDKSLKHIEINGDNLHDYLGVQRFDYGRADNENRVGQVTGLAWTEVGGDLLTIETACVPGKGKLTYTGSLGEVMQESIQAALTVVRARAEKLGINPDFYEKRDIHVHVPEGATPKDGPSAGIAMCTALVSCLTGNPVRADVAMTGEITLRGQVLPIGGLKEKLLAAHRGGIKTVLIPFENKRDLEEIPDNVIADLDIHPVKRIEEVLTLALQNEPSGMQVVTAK
# SUMO1 PPI mod – SUMO1-SIM interaction modulation; SUMO1 binding to a labelled peptide, TR-FRET, 1 h; inhibition, % at 20 µM; 0.33% of 360,000 active; AID 602429; in the data active = inhibition above about 37%
# Target sequence (P63165 whole entry, looked up): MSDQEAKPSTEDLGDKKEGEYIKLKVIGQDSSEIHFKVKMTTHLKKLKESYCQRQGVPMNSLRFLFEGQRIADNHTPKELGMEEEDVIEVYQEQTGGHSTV
# TbMetRS inhib – blocks T. brucei methionyl-tRNA synthetase activity; purified T. brucei MetRS, ATP depletion, Kinase-Glo luminescence; AID 624268; inhibition, % at 11.9 µM; 0.4% of 360,000 active;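 active = inhibition above a per-plate cutoff of the control wells' mean inhibition plus 3 SD, cut at about 5.5% in these data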;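 also: 0% = DMSO wells median and 100% = median of wells with control inhibitor compound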
#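 technique = Kinase-Glo luminescence, ATP depletion format | system = purified MetRS (methionyl-tRNA synthetase) enzyme from Trypanosoma brucei | timing = 15 min preincubation, 2 h reaction, all 25 °C | evaluation = percent inhibition versus plate control medians | dosing = single dose, 11.9 µM final nominal, 0.9% final DMSO | also added = substrates ATP, L-methionine and bulk Escherichia coli tRNA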
# STEP inh – inhibitors of human striatal-enriched phosphatase STEP; P54829; recombinant STEP, OMFP fluorogenic substrate, fluorescence; inhibition, % at 20 µM; 0.25% of 360,000 active;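 active = inhibition at 20 µM, scaled per plate between control wells, above about 37%, limit read from the data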;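 also: 0% = DMSO with enzyme and substrate and 100% = substrate only without enzyme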
#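 Material: STEP (striatal-enriched tyrosine phosphatase) enzyme, cell-free | Medium: 50 mM Bis-Tris pH 6.0 with 2.5 mM DTT and 0.005% Tween 20 | Read-out: Percent inhibition scaled to no-enzyme and uninhibited-enzyme controls, plate-pattern corrected | Signal: Fluorescence read at 480 nm ex / 540 nm em | Times: 20 min reaction, room temperature, in the dark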
# Starred values were filed as active, the others as inactive; · = not tested or not shown.
# The first 10 compounds, ahead of the listing:
SMILES,DNMT1 inh,MsrA inhibitor,bovine MsrA act,Scp1 inh,NRP1-CendR mod,LMPTP inh,eLon inh,SUMO1 PPI mod,TbMetRS inhib,STEP inh
CC1=C/C(=N\NC(=O)c2cccs2)CC(C)(C)C1,1,1.4,-2,-4,-5,-0.4,1,2,0.0,1
O=S(=O)(Nc1ccc2c(c1)OCO2)c1ccc(F)c(F)c1,-3,-1.3,-2,-5,10,2.5,-12,-6,-0.3,-3
CC(C)(C)C1CCC(C(=O)OCC(=O)N2CCOCC2)CC1 (stereo not drawn),5,-0.1,1,-4,11,-1.3,-1,2,-0.4,3
Cc1ccc(OCC(=O)NC(C)c2ccccc2)c([N+](=O)[O-])n1 (stereo not drawn),1,0.1,-3,2,-5,0.3,-1,-23,-0.1,-1
CC(=O)Nc1ccc(NC(=O)c2ccccc2C)cc1,2,-1.1,-6,3,16,-0.1,3,-1,-0.8,0
COc1ccc(OC)c(CCNC(=O)CS(=O)(=O)Cc2nc(-c3ccccc3Cl)oc2C)c1,-1,0.0,1,-3,2,0.8,-9,6,0.2,3
CCN1CCN(CCC(=O)Nc2ccccc2C)CC1,0,0.3,-1,-7,12,-2.6,2,4,0.4,-2
CCN(CC)c1ccc(S(=O)(=O)N2CCOCC2)cc1NC(=O)CN1C(=O)NC2(CCC(C)CC2)C1=O (stereo not drawn),2,-0.1,-1,-6,3,0.4,2,4,0.2,-1
COC(=O)c1ccc(NN=Nc2ccc(C)cc2)cc1,6,0.5,-6,1,2,-0.2,-6,-2,-0.9,1
COc1ccc(CCNC(=O)CSc2nc3[nH]ncc3c(=O)n2-c2ccc(Cl)cc2Cl)cc1OC,0,-0.3,-2,-11,0,0.2,-5,4,0.9,-2

# The list itself (from the top)
SMILES,DNMT1 inh,MsrA inhibitor,bovine MsrA act,Scp1 inh,NRP1-CendR mod,LMPTP inh,eLon inh,SUMO1 PPI mod,TbMetRS inhib,STEP inh
CC1=C/C(=N\NC(=O)c2cccs2)CC(C)(C)C1,1,1.4,-2,-4,-5,-0.4,1,2,0.0,1
O=S(=O)(Nc1ccc2c(c1)OCO2)c1ccc(F)c(F)c1,-3,-1.3,-2,-5,10,2.5,-12,-6,-0.3,-3
CC(C)(C)C1CCC(C(=O)OCC(=O)N2CCOCC2)CC1 (stereo not drawn),5,-0.1,1,-4,11,-1.3,-1,2,-0.4,3
Cc1ccc(OCC(=O)NC(C)c2ccccc2)c([N+](=O)[O-])n1 (stereo not drawn),1,0.1,-3,2,-5,0.3,-1,-23,-0.1,-1
CC(=O)Nc1ccc(NC(=O)c2ccccc2C)cc1,2,-1.1,-6,3,16,-0.1,3,-1,-0.8,0
COc1ccc(OC)c(CCNC(=O)CS(=O)(=O)Cc2nc(-c3ccccc3Cl)oc2C)c1,-1,0.0,1,-3,2,0.8,-9,6,0.2,3
CCN1CCN(CCC(=O)Nc2ccccc2C)CC1,0,0.3,-1,-7,12,-2.6,2,4,0.4,-2
CCN(CC)c1ccc(S(=O)(=O)N2CCOCC2)cc1NC(=O)CN1C(=O)NC2(CCC(C)CC2)C1=O (stereo not drawn),2,-0.1,-1,-6,3,0.4,2,4,0.2,-1
COC(=O)c1ccc(NN=Nc2ccc(C)cc2)cc1,6,0.5,-6,1,2,-0.2,-6,-2,-0.9,1
COc1ccc(CCNC(=O)CSc2nc3[nH]ncc3c(=O)n2-c2ccc(Cl)cc2Cl)cc1OC,0,-0.3,-2,-11,0,0.2,-5,4,0.9,-2
Cc1cc(C(=O)COC(=O)c2ccc3c(c2)NC(=O)CS3)c(C)n1CC1CCCO1 (stereo not drawn),-5,-0.4,-4,-8,-8,2.0,-7,-4,-0.1,4
CCCOc1ccc(C(=O)NNC(=S)NC(=O)c2ccco2)cc1,9,2.3,-2,-11,-4,-0.3,1,2,0.1,5
COc1ccc(NS(=O)(=O)c2ccc(Br)cc2)cn1,0,1.5,-2,-5,-7,-1.4,-10,3,0.3,1
Cn1nnnc1SCC(=O)N1CCN(C(c2ccccc2)c2ccccc2)CC1,-3,-0.3,-5,-11,-6,-1.3,0,1,-1.0,3
CCn1cc(CNC(=O)c2cc(COc3ccc(F)cc3F)on2)cn1,2,-0.6,-5,-4,2,-2.0,1,-1,-0.5,-2
OC(c1ccc(Cl)c(F)c1)c1ncc(-c2ccccc2C(F)(F)F)[nH]1 (stereo not drawn),0,-0.3,-1,·,3,0.8,-3,2,0.2,-2
Cc1ccc(N(C(=O)NC2CCCCC2)C2=NCCCCC2)cc1,0,-1.2,0,9,-10,-1.3,5,3,-0.5,-4
COc1ccc(C2=NN(C(=O)CSC3=NN4CCCC(=O)N=C4S3)C(c3cccc(OC)c3OC)C2)cc1 (stereo not drawn),-3,1.2,-2,-9,8,0.1,-2,-2,-0.3,-1
Cc1nn(C)cc1-c1csc(N)n1,-4,1.2,-2,-7,0,0.8,5,2,-0.5,-2
CCSc1nnc(NC(=O)c2csc3c2CCC(C)C3)s1 (stereo not drawn),16,1.6,-1,-1,0,-2.2,-3,2,0.3,0
COC(=O)c1ccc(CNC(=O)c2c3c(nc4ccccc24)CCN(Cc2ccccc2)C3)cc1,-19,0.7,-1,2,-29,0.1,-6,0,-0.1,-3
CCCc1nc2ccccc2c(C(=O)OCC(=O)Nc2ccc(S(=O)(=O)N3CCOCC3)cc2)c1CC,-16,1.3,-1,-5,0,6.7,7,-2,-0.1,-4
COC(=O)c1ccccc1NC(=O)N1CCN(c2ccc(F)cc2)CC1,-1,0.3,-2,-1,-3,1.8,16,-3,-0.3,-3
CCOc1cc(/C=N/NC(=O)c2cccc(S(=O)(=O)N3CCCC3)c2)ccc1OCC(=O)N(C)C,-1,3.8,-3,1,7,1.0,2,-11,0.2,1
CCN1/C(=C/c2cc[n+](CCCS(=O)(=O)[O-])c3ccccc23)Sc2ccccc21,7,-1.3,-6,34,-65,-0.4,-17,-34,-1.2,3

# Next records follow:
SMILES,DNMT1 inh,MsrA inhibitor,bovine MsrA act,Scp1 inh,NRP1-CendR mod,LMPTP inh,eLon inh,SUMO1 PPI mod,TbMetRS inhib,STEP inh
CCO[C@H]1OC(C(=O)N2CCN(Cc3ccc4c(c3)OCO4)CC2)=C[C@@H](c2ccc(C(F)(F)F)cc2)[C@@H]1CCCO,2,-0.1,0,2,10,-0.5,-1,1,-0.3,1
C=CCC[C@@H](Cc1ccc(F)cc1)C(=O)OC[C@@H](Cc1c[nH]c2ccccc12)NC(=O)[C@H](CC=C)CC(=O)N[C@H](CO)Cc1ccccc1,71*,-1.1,-5,-8,-3,1.4,1,5,-0.1,3
O/N=C(\c1ccc(Cl)cc1)c1cc2ccccc2o1,-6,1.1,-2,-8,-14,2.4,-2,-11,-0.5,-6
O=C1CCCC(O)=C1Sc1cc(Cl)c(Cl)cc1Cl,7,-0.9,-8,1,0,0.0,1,15,-0.7,2
CC(C)(C)C(=O)Nc1c2c(nn1-c1ccc(F)cc1)CSC2,2,0.4,-6,-9,-5,-1.2,4,-4,-0.9,0
CCOC(=O)C1(Cc2cccc(F)c2)CCN(C(=O)C2CCCO2)CC1 (stereo not drawn),-1,0.3,-2,-5,4,0.0,5,0,-0.9,-5
COc1cc(O)c(NC(C)=O)c2nonc12,-12,0.0,1,-1,6,0.8,-3,-10,1.0,0
O=C1CN(C(=O)c2ccccc2)C(c2ccccc2)c2cc(F)ccc2N1 (stereo not drawn),0,2.9,-3,-4,6,-0.8,15,0,-0.7,-3
COc1ccc(N2C(=O)CN=C2Nc2nc(C)cc(C)n2)cc1OC,0,-0.8,-2,-6,3,0.5,-7,0,-0.2,1
COc1ccc(-n2c(C)cc(C(=O)CSc3nnc(-c4cccs4)o3)c2C)cc1,1,1.3,-11,-25,-16,4.0,-9,2,-0.8,8
Cc1ccc(N(CC(=O)NC(C)(C)C)C(=O)CCC(=O)Nc2ccccn2)cc1,10,-0.2,-5,·,-5,-0.2,0,-2,-0.4,-1
C=CCNc1sc(C(=O)C(C)(C)C)c(N)c1C#N,5,2.8,-7,-8,-1,1.3,1,-2,-0.6,0
COc1ccccc1-c1cn(S(=O)(=O)c2ccc(F)cc2)nc1N,-7,-0.3,-5,-4,-9,-0.8,-4,2,-0.7,-3
O=C(COC(=O)CCCN1C(=O)c2cccc3cccc(c23)C1=O)Nc1ccc(Cl)cc1,-5,4.8*,-5,-9,-5,1.8,-5,-10,-0.7,2
COc1cccc(C(=O)Nc2ccc(NC(=O)C3CCCCC3C(=O)O)cc2)c1 (stereo not drawn),1,-0.1,-1,-2,1,-1.1,-7,9,0.8,-3
CC1CCN(Cc2c(C(=O)N/N=C/c3cccc(Cl)c3)nnn2-c2nonc2N)CC1,1,0.3,-7,-7,-5,-0.5,3,-5,-0.4,0
CCOCCCNS(=O)(=O)c1ccc2c(c1)CCN2C(=O)CC,2,-1.2,-3,-2,16,-1.0,-6,1,-0.3,-5
Cc1ccc(CN(C)C(=O)CN2C(=O)NC3(CCCC3)C2=O)o1,-7,0.6,-9,4,-1,0.2,-17,4,-0.6,-3
O=C(NCCN1CCCC1)C1COc2ccccc2O1 (stereo not drawn),0,-0.3,-5,-2,8,-6.3,-1,3,-0.5,4
CC(C)c1ccc(/C=C/C(=O)Nc2ccc(CN3CCOCC3)cc2)cc1,-1,-1.1,0,7,0,-1.4,0,-6,-0.2,-2
CC12CCC(=O)N1C(C(=O)Nc1ccccc1F)CS2 (stereo not drawn),1,0.5,0,-6,-10,-1.3,4,1,-0.2,3
O=C(N/C(=C/c1cccnc1)C(=O)N1CCCCCC1)c1ccccc1,1,0.4,-1,-2,4,-1.1,-3,-6,-0.3,-3
CCn1cnc2c1c(=O)n(Cc1ccc(C(=O)OC)cc1)c(=O)n2Cc1ccccc1,-4,-0.9,-1,-15,-1,0.3,-1,6,-0.3,0
O=c1[nH]c2ccc(Br)cc2o1,4,0.4,-4,-5,12,0.0,-10,1,-0.1,0
CCCn1c(SCC(=O)NC(=O)NC(C)(C)C)n[nH]c1=O,1,0.3,2,-3,15,0.2,-1,2,0.3,-1
O=C(NC(=S)Nc1ccc2[nH]c(=O)[nH]c2c1)c1cc(Br)ccc1Cl,-1,2.6,-1,-5,-5,-0.4,5,6,-0.4,-2
CC(=O)Nc1ccc(S(=O)(=O)N2CCc3ccccc3C2)cc1,3,-0.6,-5,-11,9,-1.3,-11,2,-0.8,1
Cc1ccc(N2C(=O)/C(=C\c3ccco3)SC2=S)cc1,15,0.0,-2,-7,-30,2.4,-1,-2,0.4,-1
